# Peg3 imprint – induces erasure of genomic imprints in mouse ES cells; mouse ES Peg3-LacZ reporter, beta-gal luminescence, 40 h; Potency, µM (titrated, usually from 60.7 µM), without a hit: at the top dose activity change, positive = activation, actives largely listed as activators; 110,000 compounds, 0.02% hits;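 also: 0% = negative control wells on the plate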
#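 Each well holds 300 Peg3LacZ-Neo (maternal) female ES cells incubated 40 h at 37C, 5% CO2. LacZ is measured by BetaGlo luminescence, with AC50 and maximum efficacy derived from dose-response curves.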
# IkB signaling – suppresses IkB signaling in ABC-DLBCL reporter cells; ABC-DLBCL IkBa-CBG/CBR dual luciferase ratio, 4 h; response scale: scaled: untreated 0%, proteasome inhibitor 100%; Potency, µM (titrated, usually from 57.1 µM), inactives show at the highest dose IkBa stabilization activation; 110,000 compounds, 0.04% hits; active = well fitted curve in the direction sought with a large enough effect in the signal ratio, not every such curve was filed as active; inconclusive = small, poorly fitted or top-dose-only effect, or a change in a side signal; the % refers to the signal ratio;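 also: the direction sought is a rising ratio; 0% = basal untreated cells and 100% = reference inhibitor full response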
#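 In this assay, an IκBα–CBG68 fusion accumulates when IKK-driven degradation is blocked; native CBR normalizes for cell number. OCI-Ly3 cells were treated 4 h with compound and doxycycline, then green and red light read after Chroma-Glo addition.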
# p53ts 32C kill – kills p53ts cells at the permissive temperature. AID 924. 130,000 compounds, 0.93% hits. H1299-p53A138V at 32C, ATP luminescence viability, 24 h. Potency, µM (doses to about 46.1 µM), without a hit: at the top dose activity change, negative = cytotoxicity, hits mostly cytotoxic;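 also: 0% = DMSO and -100% = full killing by reference compound; nearly all actives have a fitted effect of over 55% in size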
#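 H1299-p53 A138V cells (temperature-sensitive p53) exposed 24 h to up to 46 uM compound at 32C, where p53 is wild-type in conformation. Viability read as ATP luminescence and normalised to DMSO and 100 uM tamoxifen. AC50 fitted with the Hill equation.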
# p53ts 39C kill – kills p53ts cells at the nonpermissive temperature; H1299-p53A138V viability at 39C, ATP luminescence, 24 h; Potency, µM (highest dose often 46.1 µM), inactives show top-dose activity change, negative = cell killing, actives largely listed as cytotoxic; 130,000 compounds, 1.5% hits; AID 902; also: nearly all actives have a fitted effect of over 55% in size
# * = called active by the depositor; ? = inconclusive; · = no result given; & = joins results of further samples; [ ] = dose if it differs, or a comment. Unless noted, calls follow the shape of the dose curve; as a rule, active = well fitted curve in the direction sought with a large enough effect; inconclusive = small, poorly fitted or top-dose-only effect, or another doubt; inactive = no such curve, though single readings can be large; an effect the other way counts as inactive or inconclusive. Unless noted, % is scaled to controls: 0 for no effect and ±100 for the full control effect; potency is read from the fitted curve at half-maximal effect.
SMILES,Peg3 imprint,IkB signaling,p53ts 32C kill,p53ts 39C kill
COC(=O)c1ccc(CSc2nc(N)cc(N)n2)cc1,-20%,-0.9%,13µM*,?
O=C(CCc1nc2cccnc2n1Cc1cccs1)Nc1cccc(C(F)(F)F)c1,-14%[10.9 µM],-2.9%,-15%,-8%
CCS(=O)(=O)NCCCc1ccccc1,-1%,-2.7%,16%,1%
O=c1[nH]c(=O)c2nc(Br)n(C3OC(CO)C(O)C3O)c2[nH]1 (stereo not drawn),2%,·,-1%,18%
COc1ccc(NC(=O)C2=C(C)NC(=O)NC2c2cccc(OC)c2OC)c(OC)c1 (stereo not drawn),-8%,1.1%,2%,14%
Cc1ccc(-c2nnc3sc(C4COc5ccccc5O4)nn23)cc1 (stereo not drawn),-6%,-1.4%,-9%,4%
Brc1c(Br)c(Br)c2n[nH]nc2c1Br,-1%&-6%,·,2%&21%,20%&12%
CCOC(=O)C1CCCN(C(=O)c2ccc(-n3ccc4ccccc43)s2)C1 (stereo not drawn),-3%[10.9 µM],4.2%,1%,-16%
COc1ccc(CCN2C(=O)c3[nH]nc(-c4ccccc4O)c3C2c2ccccc2)cc1 (stereo not drawn),-9%[10.9 µM],?,?,?
CC(=O)c1ccc(N2CCN(C(=O)COc3ccccc3F)CC2)c(F)c1,·,·,4%,22%
O=C(N/N=C/c1ccc(N2CCOCC2)o1)c1cccc(C(F)(F)F)c1,·,·,2%,7%
Cc1cc(C)c2nc(C(F)(F)F)nc(NCCCN3CCCC3=O)c2c1,-8%,-0.4%,-1%,4%
CCCCn1cnc2cc(NCc3ccncc3)ccc21,-7%,0.0%,-4%,1%
Cc1oc2ncn(CC(C)C)c(=O)c2c1C(=O)Nc1ccc(Cl)cn1,-13%[10.9 µM],?,-4%,17%
CCc1ccc2c(c1)-c1ccccc1S(=O)(=O)N2CC(=O)N1CCC(C)CC1,-18%[10.9 µM],?,4%,7%
CCCCOC(=O)c1ccc(NC(C)=O)cc1,·,·,-14%,7%
Cc1nc2c3c(-c4ccccc4)c(-c4ccccc4)oc3ncn2n1,10%,0.8%,4%,-1%
Cc1cc(C)cc(NC(=O)Cn2nnc(-c3ccccc3F)n2)c1,-5%[10.9 µM],-1.2%,-11%,-27%
CCN(c1ccccc1)S(=O)(=O)c1nnc(NC(=O)COc2ccc(OC)cc2)s1,-4%[10.9 µM],-1.4%,3%,-2%
O=C(O)c1cc2cc(Cc3cccnc3)ccc2o1,-24%&-5%,4.5%,?,-3%&-23%
COc1cc2c(cc1NC(=O)c1ccccc1C)n(C)c(=O)n2C,-11%[10.9 µM],1.6%,20%,-10%
COc1ccc(/C=C/N(CCc2ccc(OC)c(OC)c2)C(=O)C(F)(F)F)cc1,·,·,4%[9.22 µM],1%[9.22 µM]
O=S(=O)(NCc1ccccn1)c1cccc2cccnc12,6%,0.6%,10%,21%
CCOc1ccc(-c2n[nH]c(C)c2-c2ccccc2OC)c(O)c1,-23%,?,?,?
CC(C)Cn1c(/C=C/c2ccc(F)cc2)nc2ccccc21,-9%[10.9 µM],?,13µM*,10µM*

# Pulled by structure from the entries so far:
SMILES,Peg3 imprint,IkB signaling,p53ts 32C kill,p53ts 39C kill
O=S(=O)(NCc1ccccn1)c1cccc2cccnc12,6%,0.6%,10%,21%
COc1cc2c(cc1NC(=O)c1ccccc1C)n(C)c(=O)n2C,-11%[10.9 µM],1.6%,20%,-10%
CCCCOC(=O)c1ccc(NC(C)=O)cc1,·,·,-14%,7%

# Back to the main list, repeating the 7 entries before the break.
SMILES,Peg3 imprint,IkB signaling,p53ts 32C kill,p53ts 39C kill
CCN(c1ccccc1)S(=O)(=O)c1nnc(NC(=O)COc2ccc(OC)cc2)s1,-4%[10.9 µM],-1.4%,3%,-2%
O=C(O)c1cc2cc(Cc3cccnc3)ccc2o1,-24%&-5%,4.5%,?,-3%&-23%
COc1cc2c(cc1NC(=O)c1ccccc1C)n(C)c(=O)n2C,-11%[10.9 µM],1.6%,20%,-10%
COc1ccc(/C=C/N(CCc2ccc(OC)c(OC)c2)C(=O)C(F)(F)F)cc1,·,·,4%[9.22 µM],1%[9.22 µM]
O=S(=O)(NCc1ccccn1)c1cccc2cccnc12,6%,0.6%,10%,21%
CCOc1ccc(-c2n[nH]c(C)c2-c2ccccc2OC)c(O)c1,-23%,?,?,?
CC(C)Cn1c(/C=C/c2ccc(F)cc2)nc2ccccc21,-9%[10.9 µM],?,13µM*,10µM*
COC(=O)c1ccc(Cn2nnc3c(=O)[nH]c(C4CCCN(S(=O)(=O)c5cccc(Cl)c5)C4)nc32)cc1 (stereo not drawn),?,?,13%,-20%
Cc1coc2cc3oc(=O)c4c(c3cc12)CCC4,10%,-2.3%,0%,7%
O=C(NCCCN1CCN(c2ccccc2F)CC1)C1CCCN(S(=O)(=O)c2cnc[nH]2)C1 (stereo not drawn),-11%,2.8%,5%,-2%
Cc1ccc2oc(C(=O)NCC(c3ccc(Cl)cc3)N3CCOCC3)c(C)c2c1 (stereo not drawn),-10%[10.9 µM],?,-1%,-10%
COc1ccc(Cc2nc(-c3ccc(NC(=O)c4cccnc4)cc3)no2)cc1,7%,-0.5%,0%,-2%
CCOC(=O)c1[nH]c2ccc(OCC)cc2c1NC(=O)CN1CCCC(C)C1 (stereo not drawn),-10%,0.8%,-6%,6%
O=C1C2CC=CCC2C(=O)N1c1n[nH]c(Cc2ccccc2)n1 (stereo not drawn),4%,0.9%,-1%,10%
CCOC(=O)/C=C1\CC(=O)Nc2nonc2N1,0%,-0.2%,1%,2%
CC(C)(C)c1csc(NC(=O)c2cccs2)n1,-12%,?,-7%,-20%
CCCn1c(=O)c(C(=O)Nc2c(C)n(C)n(-c3ccccc3)c2=O)c(O)c2ccccc21,12%,3.0%,-5%,-5%
Cc1cc(NC(=O)CSc2nnc3c(C)cc4cc5c(cc4n23)OCO5)no1,-3%,-0.5%,-7%,-14%
Cc1ccc(C(=O)NC2(C(F)(F)F)N=C(c3ccccc3)N(C3CCCCC3)C2=O)cc1 (stereo not drawn),-6%[10.9 µM],?,-1%,-5%
Cn1nccc1C(=O)OCC(=O)Nc1nc(-c2ccccc2)cs1,12%,?,-17%,-20%
COc1cccc(-c2nc(SCC(=O)NCC3CCCO3)c(-c3ccc(C)cc3)[nH]2)c1 (stereo not drawn),-7%[10.9 µM],?,9%,-8%
COc1ccc(C(=O)NCCN2CCOCC2)cc1OC,·,·,12%,0%
CO[C@H]1COC(=O)C/C=C\[C@H](C)[C@@H](OC)COC(=O)C/C=C\[C@@H]1C,·,·,11%[9.22 µM],-13%[9.22 µM]
CC(C)CNS(=O)(=O)c1ccc(CCC(=O)N2CCN(Cc3ccc4c(c3)OCO4)CC2)cc1,-2%,0.4%,4%,9%
O=C(Cc1ccccc1)Nc1cc(-c2nc3cc(Cl)ccc3o2)ccc1Cl,-16%[10.9 µM],?,-6%,21%
Cc1ccc(-c2nc(C#N)c(N3CCCCC3)o2)cc1,-10%,-1.7%,0%,-1%
CCCCN(C)C(=O)Cn1cnc2sc(C)cc2c1=O,3%,-1.2%,-9%,-4%
Cc1cccc(C(=O)Nc2cccc(OCc3cc(=O)n4ccccc4n3)c2)c1,-6%[10.9 µM],?,11%,10%
CCOc1ccc(-n2c(SCC(=O)Nc3ccc4c(c3)OCCO4)nc3c(c2=O)SCC3)cc1,-6%,-0.1%,-7%,-10%
Cc1ccccc1C(=O)Nc1ccc(OCc2cc(=O)n3cccc(C)c3n2)cc1,13%[10.9 µM],0.2%,1%,5%
O=C(CSc1nnc(-c2ccc(Cl)s2)o1)N1CCc2ccccc21,3%,1.4%,16%,1%
Oc1ccc(Nc2nc(-c3ccc(Cl)cc3)nc3ccccc23)cc1,8%[10.9 µM],?,?,16µM*
# Next compounds follow:
SMILES,Peg3 imprint,IkB signaling,p53ts 32C kill,p53ts 39C kill
Cc1c(NC(=O)Nc2ccc(Cl)c(Cl)c2)sc2nc3n(c(=O)c12)CCC(C)CC3 (stereo not drawn),-7%[10.9 µM],0.8%,-8%,-27%
CCOc1ccc(-n2nc(CO)c(C(=O)NCc3cccnc3)n2)cc1,-11%[10.9 µM],?,?,-5%
Cc1cccc(Nc2c(-c3cccs3)nc3nc(C)cc(C)n23)c1,3%[10.9 µM],?,15%,?
O=C(NCCc1ccccc1)c1c[nH]c2ccc(S(=O)(=O)Nc3ccccc3F)cc2c1=O,3%[10.9 µM],?,-9%,-11%
O=C(NCC(=O)N(CCc1ccccc1)C(C(=O)NC1CCCC1)c1cccnc1)c1ccco1 (stereo not drawn),-6%,3.2%,4%,-3%
CC(C)c1ccc(N2C(=O)CSC23C(=O)N(Cc2ccccc2)c2ccccc23)cc1 (stereo not drawn),-6%[10.9 µM],-0.2%,16%,-10%
CCC(CC)C(=O)Nc1nnc(S(=O)(=O)N(C)c2cc(C)cc(C)c2)s1,-18%[10.9 µM],-1.1%,7%,-9%
Cc1cc2nc(NC3=NCN(Cc4cccnc4)CN3)nc(C)c2cc1C,-22%,1.8%,2%,-13%
Cc1noc(C)c1-c1ccc2ncnc(NC3CCNCC3)c2c1,-9%,?,-4%,-7%
O=C1CCCC(O)=C1C=Nc1ccc(O)cc1,·,·,-13%,-6%
Cc1cc(C)c(NC(=O)C(C)n2c(=O)cc(-c3ccccc3)c3c(C)nn(C)c32)c(C)c1 (stereo not drawn),-13%[10.9 µM],3.9%,-8%,-4%
O=C(COc1ccc(Cl)cc1Cl)Nc1ccccn1,-97%[inhibitor],?,0.4µM*,0.63µM*
N#CC1=C2SCN(C3CCCCC3)CN2C(=O)CC1c1ccc(Cl)cc1 (stereo not drawn),10%[10.9 µM],-1.6%,5%,33%[activator]
O=C(O)C1C2C=CC(O2)C1C(=O)Nc1ccc(S(=O)(=O)Nc2ccccc2)cc1 (stereo not drawn),22%,5.0%,-2%,14%

# As entered above.
# CCOc1ccc(-n2nc(CO)c(C(=O)NCc3cccnc3)n2)cc1 in p53ts 39C kill = -5%
# Cc1cc(C)c(NC(=O)C(C)n2c(=O)cc(-c3ccccc3)c3c(C)nn(C)c32)c(C)c1 (stereo not drawn) in IkB signaling = 3.9%
# Cc1noc(C)c1-c1ccc2ncnc(NC3CCNCC3)c2c1 in Peg3 imprint = -9%
# O=C(O)C1C2C=CC(O2)C1C(=O)Nc1ccc(S(=O)(=O)Nc2ccccc2)cc1 (stereo not drawn) in p53ts 39C kill = 14%

# Source: PubChem

# The order is random (roughly 1.8% active in at least one column).
